Compound activity (PubChem)
proKLK7 act – proKLK7 zymogen activators, primary screen, biochemical, fluorescence intensity; purified proKLK7, EDANS-DABCYL substrate fluorescence; 100% is mature enzyme control, 0% vehicle; activation, % at 7 µM; 0.9% of 370,000 active; AID 652039, 2013;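 active = activation above the mean of all tested compounds plus 3 SD, computed per campaign excluding outliers beyond control limits, cut at about 13% in these data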
sPLA2-III inh – human group III sPLA2 inhibitors, primary screen, biochemical, QFRET, BODIPY PC-A2 liposome substrate; 0.56% of 370,000 active; QFRET BODIPY PC-A2 liposome hydrolysis, fluorescence; AID 743126, 2013; inhibition, % at 12.2 µM;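 active = inhibition above mean plus 3 SD of compounds lying within the high and low control bounds, cut at about 19% in these data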;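 also: 0% = median of test compound wells and 100% = no enzyme DMSO wells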
NPR2 activator – human GC-B receptor activators, primary screen, HEK293 GC-B cells, cGMP TR-FRET, EC30 CNP. AID 1920062, 2024. activation, % at 10 µM. 0.11% of 370,000 active. 0% at EC30 CNP, 100% saturating CNP;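 active = activation at 10 µM reaching about 35% in either raw or pattern-adjusted values, limit read from the data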
ARFGAP1 inh – inhibitors of rat ARFGAP1 GAP activity, primary screen, biochemical, fluorescence polarization, GDP tracer | ADP-ribosylation factor GTPase-activating protein 1 (Rattus norvegicus), Q62848 | Arfgap1-stimulated ARF1 GTP hydrolysis, GDP FP detection | inhibition, % at 16.5 µM | 0.26% of 360,000 active;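 active = inhibition above a per-plate limit, mean inhibition of low control wells plus 3 SD, cut at about 25% in these data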;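 also: 0% = DMSO wells with enzyme and 100% = wells lacking Arfgap1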
Target sequence (Q62848 1-136 limits assumed): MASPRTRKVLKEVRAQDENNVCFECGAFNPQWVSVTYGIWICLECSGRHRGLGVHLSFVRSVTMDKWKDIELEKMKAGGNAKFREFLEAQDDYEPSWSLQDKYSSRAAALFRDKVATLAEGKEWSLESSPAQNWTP
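Repeats: one replicate per compound; assay system: rat Arfgap1 catalytic domain, aa 1-136; times: enzyme reaction 120 min at 25 °C after 20 min preincubation; detection: FP of antibody-bound GDP Alexa 633 tracer, ex 620/em 688 nm; benchmarks: high control wells lacking Arfgap1, low control full reaction with DMSO; reagent: human ARF1(Δ1-17)-GTP substrate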
GC-A act – GC-A stimulated cGMP production enhancers – HEK293 GC-A cells, cGMP TR-FRET, EC30 ANP, primary screen; Atrial natriuretic peptide receptor 1 (Homo sapiens), P16066; 0.14% of 370,000 active; AID 1671463, 2021; activation, % at 10 µM; 0% at EC30 ANP, 100% saturating ANP; in the data active = activation above about 40%
rCAG binder – binders of r(CAG) RNA repeats, primary screen, biochemical, fluorescence. AID 651821, 2012. r(CAG) RNA repeat, TO-PRO-1 dye displacement fluorescence. inhibition, % at 3 µM. 1.3% of 370,000 active;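 active = inhibition above the plate cutoff, the mean of all test compounds on that plate plus 3 SD, cut at about 35% in these data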;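 also: 0% = DMSO alone and 100% = 100 µM mitoxantrone as full dye displacement; higher means more dye released from RNA so lower well fluorescence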
ADAM10 inh – human ADAM10 inhibitors, primary screen, biochemical, QFRET, HTS. AID 720582, 2013. recombinant ADAM10, EDANS/DABCYL FRET peptide cleavage, 3 h. inhibition, % at 7 µM. 0.62% of 370,000 active;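 active = inhibition above a per-campaign cutoff equal to the mean of compounds falling between control-based bounds plus 3 SD, cut at about 20% in these data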;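 also: 0% = DMSO wells while the 100% control is not disclosed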
Target sequence (O14672 214-748 limits assumed): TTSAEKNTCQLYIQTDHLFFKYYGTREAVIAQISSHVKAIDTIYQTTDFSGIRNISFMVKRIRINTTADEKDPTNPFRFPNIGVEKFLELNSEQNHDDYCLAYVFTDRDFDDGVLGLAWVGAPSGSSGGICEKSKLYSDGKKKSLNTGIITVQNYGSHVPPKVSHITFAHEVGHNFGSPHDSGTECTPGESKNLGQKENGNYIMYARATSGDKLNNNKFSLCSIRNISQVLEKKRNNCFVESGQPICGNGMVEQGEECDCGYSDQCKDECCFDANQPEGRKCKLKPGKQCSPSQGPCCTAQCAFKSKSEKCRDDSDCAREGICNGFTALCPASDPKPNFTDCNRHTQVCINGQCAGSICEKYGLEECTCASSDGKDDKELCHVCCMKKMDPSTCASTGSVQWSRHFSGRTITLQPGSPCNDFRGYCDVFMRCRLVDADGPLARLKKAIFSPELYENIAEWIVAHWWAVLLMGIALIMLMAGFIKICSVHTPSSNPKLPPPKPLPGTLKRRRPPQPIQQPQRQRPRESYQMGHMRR
ASAP1 GAP inh – inhibitors of human ASAP1 ArfGAP activity, primary screen, biochemical, fluorescence polarization; inhibition, % at 16.5 µM; ASAP1-stimulated ARF1 GTP hydrolysis, GDP FP detection; 0.19% of 360,000 active; Arf-GAP with SH3 domain, ANK repeat and PH domain-containing protein 1 (Homo sapiens), …; in the data active = inhibition above about 25%;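 also: 0% = vehicle with enzyme and substrate and 100% = no enzyme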
Target sequence (Q9ULH1 325-724 limits assumed): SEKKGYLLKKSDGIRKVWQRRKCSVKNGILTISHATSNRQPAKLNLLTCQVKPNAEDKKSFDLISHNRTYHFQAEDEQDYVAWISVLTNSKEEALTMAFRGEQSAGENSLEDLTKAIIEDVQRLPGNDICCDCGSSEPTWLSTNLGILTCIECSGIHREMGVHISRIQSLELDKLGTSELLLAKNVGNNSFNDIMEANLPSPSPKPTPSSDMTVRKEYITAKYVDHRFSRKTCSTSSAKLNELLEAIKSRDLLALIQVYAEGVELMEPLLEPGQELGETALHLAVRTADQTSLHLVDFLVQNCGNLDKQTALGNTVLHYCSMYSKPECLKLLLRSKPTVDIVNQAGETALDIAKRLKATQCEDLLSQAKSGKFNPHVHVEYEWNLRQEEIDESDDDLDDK
Tn6 DDE FP – inhibitors of Tn6 peptide binding to fibrin DD(E), primary screen, biochemical, fluorescence polarization, human fibrin, Tn6 probe; Fibrin DD(E) TRITC-Tn6 fluorescence polarization displacement; inhibition, % at 8.3 µM; 0.21% of 370,000 active; AID 720509, 2013;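 active = inhibition above a per-campaign cutoff: mean of compounds within control limits plus 3 SD, cut at about 15% in these data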;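 also: 0% = median of all compound wells on the plate and 100% = blocking peptide control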
GAA850 FXN act – FXN promoter activators, primary screen, cell-based, luciferase luminescence, HEK293 lucGAA850 | HEK293 lucGAA850 FXN promoter luciferase reporter, 24 h; percent of 10 µM SAHA response | activation, % at 6 µM | 0.56% of 360,000 active | AID 540364, 2011;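 active = activation above the average of all compounds screened plus 3 SD, cutoff fixed separately per campaign, cut at about 7.5% in these data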;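 also: 0% = DMSO wells and 100% = 10 µM SAHA wells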
Numbers without * were called inactive; i = inactive; · = not tested or not shown. Outcome played no part in choosing rows; overall some 4.5% were active at least once.

SMILES	proKLK7 act	sPLA2-III inh	NPR2 activator	ARFGAP1 inh	GC-A act	rCAG binder	ADAM10 inh	ASAP1 GAP inh	Tn6 DDE FP	GAA850 FXN act
O=C1CC(c2ccc3c(c2)OCO3)N=C2N(CC3CC3)C/C(=C/c3ccccc3)N12 (configuration not stated)	·	-10	-8	·	-3	·	-3	·	0	·
Cc1cc2occ(CC(=O)NC3=NCCS3)c2cc1C(C)C	0.3	-13	-3	6	-3	3	12	-11	-5	0.1
COc1ccc(Cl)cc1NC(=O)c1c(-c2ccccc2)noc1C	-0.2	5	-5	10	-7	0	2	10	-7	-0.8
CCc1ccc(OCC(=O)Nc2ccc3c(c2)OCCO3)cc1	0.1	3	-1	-4	5	0	9	3	-7	-1.3
COc1cccc(S(=O)(=O)Nc2ccc(C(O)(C(F)(F)F)C(F)(F)F)cc2)c1	-1.3	-35	-2	5	-2	11	20*	-2	-4	0.3
C/C(=N\NC(=O)CNc1cccc(Cl)c1C)C1CC1	0.5	-5	5	8	2	-1	-5	-8	-7	-1.8
C=CCn1c(SCC(=O)Nc2nccs2)nnc1-c1ccco1	0.0	-1	-2	6	-6	0	-5	-2	9	-3.3
Cc1nc(Nc2ccc(F)cc2)nc(Nc2ccc(F)cc2)c1[N+](=O)[O-]	-0.3	1	18	3	24	-1	4	-11	-8	3.2
O=C(Nc1ccc(F)cc1)C(c1cc2ccccc2o1)N1CCN(c2cccc(C(F)(F)F)n2)CC1 (configuration not stated)	1.1	-4	6	5	-3	14	-6	16	0	·
COc1cccc(Cn2cc(N)cn2)c1	0.3	-3	9	7	-3	0	2	-5	-1	-1.5
O=C(O)CCc1ccc(-c2ccccc2)n1NC(=O)c1cccs1	0.1	-5	-1	-3	6	1	-1	-10	1	3.0
CCCS(=O)(=O)n1nc(-c2ccccc2)cc1N	-0.8	9	-2	-8	-6	0	-15	8	3	3.3
CC12C(=O)N(c3ccccc3)C(=O)C1C(c1ccccc1)N1CCCN12 (configuration not stated)	-0.6	1	1	4	2	3	-2	-7	-1	-0.9
NC(=O)CN1CCN(Cc2ccc3c(c2)OCO3)CC1	0.6	-1	1	-6	1	0	5	-2	-4	3.2
O=C(NCc1ccc(F)cc1)C(=O)NCC1OCCN1S(=O)(=O)c1cccs1 (configuration not stated)	-0.4	2	-1	5	1	6	-11	5	0	2.2
CC1Nc2ncnc(N3CCOCC3)c2N(Cc2ccccc2)C1=O (configuration not stated)	0.5	2	3	-3	-1	9	-8	9	1	0.7
CCn1cc(C(=O)NCc2ccccc2OC)c(=O)c2cc(S(=O)(=O)N(C)C)ccc21	-0.3	-8	3	2	1	3	-5	4	1	0.9
C=CC(C)(C)O[C@@H]1O[C@H](CO)[C@@H](O)[C@H](O)[C@H]1O	0.5	3	10	-5	0	1	-1	13	0	1.3
CC(C)=CC(=O)Nc1nnc(-c2ccccc2C)s1	-0.3	7	-3	13	0	-1	-15	0	3	4.2
c1ccc2c3nnc4n(c-3nc2c1)CCCS4	0.5	-11	0	-3	2	4	3	-20	6	2.2
O=C(COC(=O)c1ccccc1F)Nc1ccc(S(=O)(=O)N2CCOCC2)cc1	-0.3	-9	-5	27*	-4	9	-1	14	-5	1.1
O=[N+]([O-])c1cc(S(=O)(=O)N2CCCC2)ccc1NN=C1CCCC1	0.5	6	-1	1	2	-1	2	-3	5	0.1
CS(=O)(=O)Nc1ccc(-c2cncc3nccn23)cc1	16*	9	0	-4	4	0	i	-2	7	-0.7
C[C@@H]1CN([C@H](C)CO)C(=O)CCCn2nncc2CO[C@H]1CN(C)Cc1cccc(C(F)(F)F)c1	0.1	6	4	-8	-2	-1	-6	-1	-2	1.6

Sorted by formula weight (falling): three of the compounds above.
SMILES	proKLK7 act	sPLA2-III inh	NPR2 activator	ARFGAP1 inh	GC-A act	rCAG binder	ADAM10 inh	ASAP1 GAP inh	Tn6 DDE FP	GAA850 FXN act
CS(=O)(=O)Nc1ccc(-c2cncc3nccn23)cc1	16*	9	0	-4	4	0	i	-2	7	-0.7
CC(C)=CC(=O)Nc1nnc(-c2ccccc2C)s1	-0.3	7	-3	13	0	-1	-15	0	3	4.2
C=CC(C)(C)O[C@@H]1O[C@H](CO)[C@@H](O)[C@H](O)[C@H]1O	0.5	3	10	-5	0	1	-1	13	0	1.3

Remaining list, next part:
SMILES	proKLK7 act	sPLA2-III inh	NPR2 activator	ARFGAP1 inh	GC-A act	rCAG binder	ADAM10 inh	ASAP1 GAP inh	Tn6 DDE FP	GAA850 FXN act
CC(=O)c1ccc(OCC(O)CN2CCC(C)CC2)cc1 (configuration not stated)	-0.7	19	-5	-1	5	-2	-14	3	7	0.5
CN(C)C(=O)CCc1ccc2c3c([nH]c2c1)[C@]1(C)[C@@H](C(=O)N2CCOCC2)C[C@H](CC(=O)NCc2ccco2)C(=O)N1CC3	0.9	2	3	-1	5	2	-9	-11	-1	0.0
Cc1ccc(NC(=O)NNC(=O)C2CC(c3cccnc3)=NO2)cc1 (configuration not stated)	-0.5	1	4	4	3	3	6	-1	4	-0.6
COc1ccc(S(=O)(=O)N2CCCCC2)cc1NC(=O)CNc1ccccc1C(C)=O	-3.9	-2	0	-2	-2	6	-34	3	-6	0.6
COc1ccccc1NC(=O)CN1CCSc2ccccc21	-0.1	6	-2	7	-7	-6	-1	4	-1	0.0
CCOC(=O)c1c(NC(=O)CSc2nnnn2CC)sc(C)c1C	-0.2	-14	-4	0	-2	-5	2	10	4	1.5
O=C1CCc2cc(S(=O)(=O)NCc3ccccc3)cc3c2N1CC3	0.3	-9	3	-16	0	-2	-1	-5	0	0.0
COc1ccc(-c2noc(-c3ccoc3C)n2)cc1	0.0	5	-6	5	-1	1	-5	2	-3	4.4
CNC(=O)C1(C)C=CCN1C(=O)c1ccccc1 (configuration not stated)	-0.3	4	0	-3	2	2	3	0	-2	0.0
CCCCCOC(=O)Cc1c(O)c2ccccc2n(C)c1=O	3.7	-2	3	10	2	0	-64	-4	3	-1.5
COc1ccc(Cl)cc1CSc1ncn[nH]1	-0.6	-12	5	2	-3	-1	2	5	-5	0.3
C#CCOCCOCCOCCNc1nc(N2CCN(C(=O)CCCCCCCCCCNC(=O)[C@H](CO)n3cc(CCCSC)nn3)CC2)nc(N2CCN(C(=O)CCCCCCCCCCNC(=O)[C@H](CCCCN)n3cc(CCO)nn3)CC2)n1	0.8	-90	-1	4	1	8	10	11	6	1.5
CCn1c(C)nnc1SCC(=O)NC1CCCC1	-0.1	4	1	8	-1	0	7	18	5	-1.4
Cc1ccc(-c2nnc3sc(CCc4ccccc4)nn23)cc1	0.4	-6	2	-9	8	3	8	1	6	1.3
COc1cc(CN2C[C@@H](CO)O[C@@H](n3cnc4c(NC(C)C)ncnc43)C2)cc(OC)c1OC	0.1	0	-4	9	-2	0	3	7	-2	-0.2
COc1ccc(-c2csc(NC(=O)CN3C(=O)C4CC=CCC4C3=O)n2)cc1OC (configuration not stated)	0.4	-10	1	0	-3	8	-1	16	-12	-1.6
CN(C)/C(=N\OC(=O)c1ccccc1)c1nonc1N	-0.6	-2	2	7	-3	-2	2	2	3	0.3
COC(=O)C1=C(C)N(Cc2ccccc2)C(=S)N[C@H]1c1ccc(Br)cc1	0.8	5	-9	11	-6	2	6	-6	3	1.7
O=C(c1cccs1)N1C[C@@H](n2cc(C3CC3)nn2)[C@H](O)C[C@@H]1c1ccccc1	-0.1	0	-6	-4	1	3	9	3	9	-0.3
Cc1cc2nc(-c3ccc(SCc4ccccc4C#N)nc3)[nH]c2cc1C	-0.8	-10	6	12	2	12	-82	8	3	0.5
N#Cc1ccccc1NC(=O)Nc1cccs1	-0.2	-3	4	7	3	2	-9	-7	3	0.8
C=Cn1cc(CNC[C@H]2O[C@@H](n3ccc(N)nc3=O)[C@H](O)[C@@H]2O)c(C)n1	-0.1	0	3	-1	1	3	-9	-5	7	-0.9
CSC(=NC#N)N1CCN(c2ccccn2)CC1	0.1	-1	-3	-12	-4	-3	-7	3	-9	3.2
COc1ccc(S(=O)(=O)c2c(O)c3ccc(C(=O)Nc4ccc(F)cc4)cc3[nH]c2=O)cc1	0.3	2	4	-2	0	16	-12	-2	3	3.3
CNc1cncc(-c2cnn(CC(C)C)c2)n1	33*	12	-1	6	3	0	i	-8	1	2.6
CCN(C(=O)C1CCN(c2nc(-c3ccc(OC)cc3)no2)CC1)c1ccccc1	-0.3	-6	5	2	1	0	-4	-2	-2	-1.4
C/C(CC(=O)Nc1ccccc1F)=N\NC(=O)Cc1ccc(Cl)cc1	0.3	-7	-2	-19	2	-1	13	-5	0	1.2
CN(C[C@H](c1ccccc1)N(C[C@H](Cc1ccccc1)N(CCc1ccccc1)N=O)N=O)N=O	-0.4	-13	-9	2	-5	3	9	0	3	-2.2
Cc1nc(SCc2nc3c(C)cccc3[nH]2)c2oc3ccccc3c2n1	0.0	-8	-2	8	1	7	-10	-1	-5	4.0
COC(=O)c1c(NC(=O)CSc2nnc3ccccn23)sc2c1CCC2	0.8	-34	-15	8	-4	5	1	4	-10	-0.2
CC(Oc1ccc(Br)cc1)C(=O)N1CCN(c2ccccn2)CC1 (configuration not stated)	-0.1	5	-4	-1	-4	-9	-6	-3	6	-1.4
COc1cc(NC(=O)c2ccc(=O)[nH]n2)cc(OC)c1OC	-1.1	-8	-5	3	3	0	7	3	3	0.2
CC(C)c1nnc(NC(=O)CCCCCN2C(=O)C3C4C=CC(C4)C3C2=O)s1 (configuration not stated)	-0.3	-4	4	-1	1	4	-5	-9	-4	-1.7
CC(=O)Oc1ccc2nc(/C=C/c3ccc(C=O)cc3)oc(=O)c2c1	-0.1	-2	-3	4	2	5	7	14	7	-0.3
O=C(NC1CC1)C1=C[C@@H](c2coc3ccccc3c2=O)C[C@@H](OCc2ccc(CO)cc2)O1	2.1	2	2	2	1	-2	-9	0	2	0.5
COCCNC(=O)c1cc2c(s1)-c1ccc(Cl)cc1SC2	-124	-4	-10	8	-32	5	i	12	6	5.1
Cn1ccc(-c2ccccc2)c(C#N)c1=O	2.7	1	0	-2	1	0	-101	6	-7	5.8
Cc1ccccc1Cn1c(C)c(C(=O)NCC(C)C)sc1=O	-0.3	-2	1	-2	2	0	-1	-8	-1	0.6
NC(=O)COc1ccc(C2c3c(oc4ccccc4c3=O)C(=O)N2CC2CCCO2)cc1 (configuration not stated)	0.8	3	-3	-13	-1	-3	-2	-7	-6	0.6
